TDP1 cell noCPT – qHTS for Inhibitors of human tyrosyl-DNA phosphodiesterase 1 (TDP1): qHTS in cells in absence of CPT. DT40 Tdp1-/- hTDP1 cells, no CPT, ATP luminescence, 48 h. Potency, µM (top dose mostly 46.2 µM), without a hit: at the top dose activity change, negative = growth inhibition, actives largely listed as inhibitors. hit rate 15% among 420,000; further: nearly all actives have a fitted effect of over 55% in size
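Luminescent ATP content (CellTiter-Glo) served as the growth readout. Knockout chicken DT40 cells expressing human TDP1 were exposed to compounds without camptothecin for a minimum 48 hr at 37 °C.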
TDP1 cell CPT – DT40-hTDP1 cell growth loss with CPT; chicken DT40 Tdp1-/-;hTDP1 cells + 20 nM CPT, ATP luminescence, 48 h; Potency, µM (series often up to 46.2 µM), without a hit: at the top dose activity change, negative = growth inhibition, usual class: inhibitors; hit rate 12% among 420,000; further: nearly all actives have a fitted effect of over 55% in size
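Chicken DT40 Tdp1-/- cells stably complemented with human TDP1 were seeded at 400 cells/well in medium containing 20 nM camptothecin, exposed to pin-transferred compounds, and grown at 37 °C for at least 48 hr. Viability was read as ATP luminescence.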
TDP1 block – blocks human tyrosyl-DNA phosphodiesterase 1; Q9NUW8; recombinant TDP1, AlphaScreen DNA substrate cleavage; Potency, µM (top dose mostly 130 µM), for the others: at the highest dose activity change, negative = inhibition, hits mostly inhibitors; hit rate 0.28% among 350,000; AID 485290; further: nearly all actives have a fitted effect of over 40% in size
Target sequence (Q9NUW8 whole entry, looked up): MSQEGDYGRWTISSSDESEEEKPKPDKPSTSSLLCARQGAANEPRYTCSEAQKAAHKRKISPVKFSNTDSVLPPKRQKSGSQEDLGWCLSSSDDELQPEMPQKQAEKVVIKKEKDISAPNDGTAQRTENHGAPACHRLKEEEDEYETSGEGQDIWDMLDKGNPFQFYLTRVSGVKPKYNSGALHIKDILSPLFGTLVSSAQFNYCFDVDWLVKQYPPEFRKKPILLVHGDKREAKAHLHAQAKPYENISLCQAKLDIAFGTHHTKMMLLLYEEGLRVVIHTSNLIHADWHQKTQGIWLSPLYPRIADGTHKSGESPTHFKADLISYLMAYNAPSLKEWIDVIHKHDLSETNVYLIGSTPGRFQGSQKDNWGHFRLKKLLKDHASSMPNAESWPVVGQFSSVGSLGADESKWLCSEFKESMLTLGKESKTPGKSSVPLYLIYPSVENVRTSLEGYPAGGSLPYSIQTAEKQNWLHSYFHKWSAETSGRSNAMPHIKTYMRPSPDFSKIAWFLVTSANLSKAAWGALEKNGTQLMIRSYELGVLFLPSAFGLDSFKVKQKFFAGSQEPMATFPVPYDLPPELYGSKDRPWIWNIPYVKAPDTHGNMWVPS
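Here, a 5' biotin and 3' phosphotyrosine-FITC DNA oligonucleotide reports Tdp1 activity: intact substrate bridges AlphaScreen beads, while cleavage leaves a 3' phosphate and drops signal. All incubations at room temperature.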
* marks the source's active call; other numbers are inactive results; u = inconclusive; x = no result given; & = joins results of further samples; [ ] = dose if it differs, or a comment. The call rests on the fitted dose curve; in most records, active means well fitted curve in the direction sought with a large enough effect; inconclusive means small, poorly fitted or top-dose-only effect, or another doubt; inactive means no such curve, though single readings can be large; an effect the other way counts as inactive or inconclusive. On the % scale 0 is the no-effect control and ±100 the full control effect; potency means the concentration at half of the fitted maximal effect. The order is random; about 18% have a hit in one of these screens.

Results follow in this order: TDP1 cell noCPT, TDP1 cell CPT, TDP1 block
Cc1cc(NS(=O)(=O)c2ccc(NC(=O)COc3ccc(Cl)cc3Cl)cc2)no1
    -0.3%, -9.0%, 4.4%
Cc1cc2nc(NC(=O)C3(C)CCN3C(=O)C(C)C)[nH]c2cc1C (centres undefined)
    -29.1%, -15.5%, x
CCN(Cc1ccccc1)c1ccc(/C=C/c2ccnc3ccccc23)cc1
    11.2µM*, u, x
O=c1c2ccccc2nc(SCc2ccccc2F)n1C1CCCC1
    -1.5%, -7.0%, 0.6%
CC(C)(C)OC(=O)N1CCN(C(=O)c2[nH]cnc2C(=O)NCC(=O)OCc2ccccc2)CC1
    3.2%, 1.6%, x
Cc1ccccc1/C=C\c1nc2ccccc2c(=O)n1Cc1ccccc1
    u, u, 5.8%
Cc1ccc(-c2nc3[nH]c(=O)cc(NC(=O)c4cccs4)n3n2)cc1
    u, u, 3.9%
CC1CCCCC1NC(=O)CC1Oc2ccccc2NC1=O (centres undefined)
    -26.1%, -15.7%, -1.0%
COc1ccc(NC(=O)CC2C(=O)N(c3ccc(Cl)cc3)C(=S)N2CCc2ccncc2)cc1 (centres undefined)
    u, u, 5.3%
COc1cc(/C=C2\C(=N)N3N=C(N4CCOCC4)SC3=NC2=O)ccc1OC(=O)c1ccccc1
    u, 2.4%, x
Cc1cc(=O)[nH]c(SCC(=O)c2ccc(F)c(C)c2)n1
    u, -30.4%, x
CSc1ccc(/C=N\Nc2nncn2N)cc1
    -25.1%, u, x
CN(C)c1[nH]c(=O)c(C#N)c2c1CCN2Cc1ccccc1
    -23.4%, -25.1%, 2.0%
CCOC(=O)C1=C(c2ccccc2)NC(=O)NC1c1cc(OC)c(OC)cc1OC (centres undefined)
    -9.6%, 3.9%, x
CCCN(CC(=O)Nc1ccccc1C)C(=O)c1ccc(Cl)c(S(=O)(=O)N2CCCC2)c1
    -16.3%, u, x
CCN(CC)C(=O)N1CCC(NC(=O)Cc2ccccc2)CC1
    -7.1%, -9.8%, 1.9%
Cc1cc(C(=O)CN2C(=O)C(=O)N(C3CCCC3)C2=O)c(C)n1-c1ccc(F)cc1
    u, u, 5.9%
COC(=O)c1ccc2c(c1)S(=O)(=O)NC(=NCCCN1CCOCC1)S2
    -1.7%, 2.9%, 3.1%
O=C(COC(=O)c1cc[n+]([O-])cc1)Nc1ccccc1Sc1ccccc1
    3.0%, 1.9%, 3.6%
CCCC1(c2ccccc2)NC(=O)N(CC(=O)Nc2cc(S(=O)(=O)N3CCOCC3)ccc2Cl)C1=O (centres undefined)
    -29.8%, -0.6%, 0.0%
COc1cc(/C=N/NC(=O)C(C)Nc2n[nH]c(=O)[nH]c2=O)ccc1O (centres undefined)
    0.8%, 28.1%, -9.5%
Cc1ccc(C(=O)N/C(=C/c2cccs2)C(=O)N2CCCCCC2)cc1
    -7.8%, -3.4%, 4.1%
CC(C)NC(=O)C1(C)CSCC(=O)N1CCCN1CCOCC1 (centres undefined)
    21.0%, 5.8%, x
NS(=O)(=O)c1ccc(CNC(=S)Nc2cc(S(=O)(=O)N3CCOCC3)ccc2Cl)cc1
    6.7%, -6.3%, x
CC(=O)Nc1ccc(S(=O)(=O)Nc2cccc(NC(=O)c3ccco3)c2)cc1
    u, u, 0.0%
COc1cc(C(=O)NN2C(=O)NC3(CCC(C)CC3)C2=O)ccc1OC(F)F (centres undefined)
    -7.1%, 2.7%, -0.1%
COc1c(C)cc(S(=O)(=O)NCCc2c(C)[nH]c3ccccc23)c(C)c1C
    u, u, 12.3%
COCCn1c(SCC(=O)Nc2cc(C)on2)nnc1-c1ccco1
    -3.2%, -5.7%, 2.2%
Cc1sc2nc(CSc3ccccc3)nc(N3CCC(C(N)=O)CC3)c2c1C
    20.6µM*, u, 2.3%
C=CCCC(=O)N(C)CCO
    3.9%, -8.4%, -2.2%
C=CCn1c(=O)c2ccccc2n2c(SCC(=O)NCCc3ccccc3)nnc12
    u, -16.8%, 6.1%
C=CCn1c(Oc2cc(C)ccc2C)nc2c1c(=O)n(C)c(=O)n2C
    16.4µM*, 14.6µM*, 3.3%
COc1cccc(NC(=O)Cn2c(=O)n(-c3cccc(OC)c3)c(=O)c3c4c(sc32)CCCC4)c1
    18.4µM*, 13µM*, 3.6%
Cc1nc2ccccc2c(=O)n1/N=C/c1ccc(O)c(O)c1O
    u, u, x
CCOc1cc(C(=O)OC(C)C(=O)Nc2ccc(S(N)(=O)=O)cc2)ccc1OCC(=O)N1CCOCC1 (centres undefined)
    -28.1%, 9.2%, x
CC(=O)N1CCOc2cc(S(=O)(=O)Nc3c(C)cccc3C(C)C)c(Cl)cc21
    u, u, 8.91µM*
O=C1CC(SCc2nc3ccccc3[nH]2)C(=O)N1c1cccc(F)c1 (centres undefined)
    u, u, 6.6%
COc1ccc2c(c1)CCC/C2=N\Nc1nc(C(=O)NN)cs1
    u, u, x
CN(Cc1c(C(=O)N/N=C/c2ccccc2O)nnn1-c1nonc1N)C1CCCCC1
    6.51µM*, u, x
COc1ccc(C)cc1NS(=O)(=O)c1ccc2c(c1)oc(=O)n2C
    -17.5%, -24.6%, x
O=C(/C=C/c1cccnc1)c1ccc(NC(=O)c2cccc(Br)c2)cc1
    3.16µM*, 7.08µM*, 0.0%
CCOC(=O)c1cccc(NC(=O)c2cc3sccc3n2C)c1
    20.6µM*, u, 9.1%
O=C(NNC(=O)c1cccs1)c1ccc(Cl)nc1
    -11.7%, 12.0%, 89.1µM*
COc1cc(C(=O)NCc2nnc(SCC(=O)Nc3nc4ccc(C)cc4s3)o2)cc(OC)c1OC
    4.61µM*, 4.11µM*, 5.5%
O=C(Nc1ccc(Cl)cc1)C1CCCN(C2=NS(=O)(=O)c3ccccc32)C1 (centres undefined)
    u, u, -0.7%[56.1 µM]
CCOc1cc(/C=C2/N=C(C)C(C(=O)OC)=C2O)ccc1O
    -1.1%, -3.4%, 3.0%
CC1Cc2ccccc2C(=O)N1 (centres undefined)
    -0.7%, -2.8%, 2.1%
CC(=O)Nc1cccc(-c2ccnc3c2CC(C)(C(=O)Nc2cccc(OC(F)(F)F)c2)O3)c1 (centres undefined)
    u, u, x
Nc1cc(OC(=O)c2c(F)cccc2Cl)nn1S(=O)(=O)c1ccccc1
    -5.4%, -4.7%, 2.0%
CC(=O)Cc1nsc(Nc2ccc3c(c2)OCCO3)n1
    -21.6%, -18.2%, 3.0%

Four compounds picked at random from those above:
Results follow in this order: TDP1 cell noCPT, TDP1 cell CPT, TDP1 block
CCOc1cc(/C=C2/N=C(C)C(C(=O)OC)=C2O)ccc1O
    -1.1%, -3.4%, 3.0%
CCOC(=O)c1cccc(NC(=O)c2cc3sccc3n2C)c1
    20.6µM*, u, 9.1%
Nc1cc(OC(=O)c2c(F)cccc2Cl)nn1S(=O)(=O)c1ccccc1
    -5.4%, -4.7%, 2.0%
CC1Cc2ccccc2C(=O)N1 (centres undefined)
    -0.7%, -2.8%, 2.1%

Next entries.
Results follow in this order: TDP1 cell noCPT, TDP1 cell CPT, TDP1 block
CCc1c(C)nc(SCC(=O)c2cccs2)c(C#N)c1C
    u, u, -0.5%
CCOC(=O)Cc1csc(NC(=O)CSc2nnc(C3CC3)n2C)n1
    -13.5%, -1.8%, 2.5%
COC(=O)c1cc(NC(=O)CN(c2ccc3c(c2)OCO3)S(C)(=O)=O)ccc1Cl
    -6.3%, 3.1%, 4.4%
Nc1ccn([C@@H]2O[C@H](CNCc3cnc(N4CCOCC4)s3)[C@@H](O)[C@H]2O)c(=O)n1
    u, 0.5%, x
COc1ccc(C2CC(=O)c3c([nH]c(C(=O)OCCOc4ccccc4)c3C)C2)cc1OC (centres undefined)
    u, u, 7.5%
C#CCOCCOCCOCCNc1nc(N2CCN(C(=O)[C@H](CCCCN)n3cc(CCCC)nn3)CC2)nc(N2CCN(C(=O)[C@H](Cc3ccc(O)cc3)n3cc(CCO)nn3)CC2)n1
    -11.2%, -2.6%, -2.6%
COc1ccccc1C(=O)Nc1ccc(C(=O)c2ccccc2)cc1
    u, -5.6%, -2.7%
COc1ccc(-c2nn(-c3ccccc3)cc2/C=C/C(=O)NCCCn2ccnc2)cc1OC
    14.6µM*, -30.0%, 11.6%
C#CCN(Cc1ccco1)C(=O)c1cc(COc2ccc(F)cc2Cl)on1
    u, -1.8%, 5.6%
CCc1ccc([C@@H]2C[C@H]3[C@@H](CN2S(=O)(=O)c2ccc(C)cc2)C(=O)C[C@@H](c2ccc(Cl)cc2)N3S(=O)(=O)c2ccc(C)cc2)cc1
    -13.6%, -12.4%, x
COc1ccccc1NC(=O)C(C)OC(=O)/C(=C/c1ccccc1)NC(C)=O (centres undefined)
    -15.7%, -1.2%, 2.2%
COC(=O)[C@]12CCCCC=C1N(Cc1ccc(Cl)cc1Cl)C(=O)[C@H](CC(=O)NCCCN1CCCC1=O)C2
    u, u, x
O=C(CCc1nnc(COc2ccccc2)o1)NCCc1cccs1
    3.1%, 6.4%, x
O=C(O)c1cccc(NC(=S)N/N=C/c2ccccc2OCc2cccc(Br)c2)c1
    u, 23.1µM*, x
CN1CCN(C(=O)c2cc3ccccc3oc2=O)CC1
    -0.7%, 4.3%, 5.1%
COc1ccccc1CC(NC(C)=O)C(=O)NC1CCN(C(=O)Nc2ccccc2Cl)CC1 (centres undefined)
    1.0%, -0.7%, 6.0%
COc1ccc(N2CCN(CCCNC(=O)Nc3ccccc3Cl)CC2)cc1
    20.6µM*, u, 7.5%
CCOc1ccc2nc(NC(=O)Nc3cccs3)sc2c1
    u, u, 6.6%
O=C(Cn1cnc2ccccc2c1=O)c1ccc(Cl)cc1
    -15.7%, -8.2%, -3.7%
O=C(Cn1nnc2sc3c(c2c1=O)CCCC3)Nc1ccc(F)c(Cl)c1
    -17.3%, u, 2.1%
Nc1ccc(S(=O)(=O)NN=Cc2ccccc2[N+](=O)[O-])cc1
    u, u, x
O=C(NCc1ccc(Cl)cc1)C1CCC(=O)N(C2CCCCCC2)C1 (centres undefined)
    -20.7%, -9.5%, -0.1%
CCOc1ccccc1NC(=O)c1c(NCc2ccc(C)o2)sc2c1CCC(C)C2 (centres undefined)
    -16.4%, -11.1%, 3.8%
OCC1(Cc2cccc(C(F)(F)F)c2)CCN(Cc2cc3ccccc3o2)CC1
    16.4µM*, u, 0.0%
CN1CCCN(C(=O)CC2(CC(=O)O)CCCC2)CC1
    -22.2%, -13.8%, -2.7%
Cc1ccc(OCc2ccc([N+](=O)[O-])cc2)c([N+](=O)[O-])n1
    -2.2%, 4.1%, 0.3%
O=C(Nc1ccc(F)c(F)c1)c1cc(S(=O)(=O)NC2CCCCCC2)ccc1F
    20.6µM*, 20.6µM*, 5.2%
CCOC(=O)c1c(NC(=O)c2nn(CC)cc2Br)sc2c1CCCCC2
    u, 18.4µM*, -3.1%
Cc1nc2nc(-c3ccco3)[nH]n2c(=O)c1C
    -15.5%, -1.0%, 1.5%
CC(Oc1ccc2oc(-c3ccccc3)c(C(=O)O)c2c1)C(=O)O (centres undefined)
    3.4%, -12.8%, 3.4%
CCN(CC)S(=O)(=O)c1ccc(N2CCOCC2)c(NS(=O)(=O)c2ccc(OC)cc2)c1
    19.3%, -0.6%, 0.6%
O=C(NC1CCC(C(=O)O)CC1)OCc1ccccc1 (centres undefined)
    -7.1%&-6.9%&-10.0%, 3.5%&-3.6%&3.9%, 2.0%&0.5%
CC(C)c1ccccc1NC(=O)C(Cc1c[nH]c2ccccc12)NC(=O)OC(C)(C)C (centres undefined)
    u, 18.4µM*, x
COc1cc(SC)ccc1C(=O)Nc1cc(C)c(OCC(=O)N2CCOCC2)c(C)c1
    23.1µM*, u, 5.4%
CC(Sc1nc2c([nH]c3ccccc32)c(=O)n1-c1ccccc1)c1ccccc1 (centres undefined)
    u, u, 5.5%
NC(=O)[C@@H]1CCCN1Cc1nc(-c2cccs2)no1
    -11.1%, 1.3%, -2.4%
COC(=O)C1=C(C)NC(=O)NC1c1cn(-c2ccccc2)nc1-c1ccc(OC)c(Cl)c1 (centres undefined)
    20.6µM*, u, 6.6%
COc1ccc(N2CCN(Cc3nc4c(c(=O)n(C)c(=O)n4C)n3C(C)C)CC2)cc1
    0.651µM*, 1.03µM*, 0.0%
CCOc1cc(C(=S)N2CCCC2)ccc1OCC(=O)Nc1c(C)cc(C)cc1C
    16.4µM*, 18.4µM*, -5.2%
